CHRM4 antagonist = blocks acetylcholine activation of human M4 receptor; CHO-hM4 cells, ACh EC80, Fluo-8 calcium fluorescence; inhibition, % at 3 µM; 360,000 tested, 0.73% active; AID 624125;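 active = inhibition above its plate's cutoff, the mean inhibition of sample wells plus 3 SD, cut at about 27% in these data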;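 also: 0% = acetylcholine EC80 with DMSO and 100% = DMSO without agonist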
CHRM4 agonist = agonists of human muscarinic M4 receptor (CHRM4). AID 624127. 360,000 tested, 0.14% active. CHO-K1 hM4/Gqi5, Fluo-8 calcium fluorescence; vehicle 0%, full acetylcholine response 100%. activation, % at 3 µM;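 active = activation above the run mean over all test wells plus 3 SD, cut at about 32% in these data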;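 also: peak over basal fluorescence ratio per well then scaled between controls; 0% = DMSO wells and 100% = acetylcholine at EC100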
CHRM4 PAM = potentiates acetylcholine response at human M4 receptor. P08173. CHO-K1 hM4/Gqi5, Fluo-8 calcium fluorescence, ACh EC20; 0% = ACh EC20, 100% = maximal ACh. activation, % at 3 µM. 360,000 tested, 0.4% active. AID 624126;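 active = activation above its plate's cutoff, the mean activation of sample wells plus 3 SD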; also: some results filed as inactive read as strong as hits
CHRM1 antagonist = antagonists of human M1 muscarinic receptor. P11229. CHO-K1 hM1, Fluo-8 calcium fluorescence, ACh EC80 antagonist. inhibition, % at 3 µM. 360,000 tested, 1.3% active;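 active = percent inhibition above its own plate's cutoff, namely the mean of that plate's compound wells plus 3 SD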;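 also: peak over basal fluorescence ratio during 140 s after agonist addition; 0% = ACh EC80 plus DMSO and 100% = DMSO alone without agonist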
Target sequence (P11229 whole entry, looked up): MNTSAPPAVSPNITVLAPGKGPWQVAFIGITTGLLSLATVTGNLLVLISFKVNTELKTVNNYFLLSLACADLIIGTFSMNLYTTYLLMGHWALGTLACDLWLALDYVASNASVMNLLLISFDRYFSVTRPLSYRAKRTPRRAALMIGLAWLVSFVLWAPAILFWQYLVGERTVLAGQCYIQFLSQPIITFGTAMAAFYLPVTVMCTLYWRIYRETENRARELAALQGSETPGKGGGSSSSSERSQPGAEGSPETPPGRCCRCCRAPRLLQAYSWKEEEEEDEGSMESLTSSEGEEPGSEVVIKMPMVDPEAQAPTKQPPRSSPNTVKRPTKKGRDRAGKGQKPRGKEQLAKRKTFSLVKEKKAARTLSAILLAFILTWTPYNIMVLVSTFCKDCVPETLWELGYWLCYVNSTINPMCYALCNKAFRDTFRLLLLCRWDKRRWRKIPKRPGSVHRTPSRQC
CRFBP-R2 agonist = CRF-BP/CRF-R2 complex agonism. HEK293 CRF-R2/CRF-BP, calcium dye fluorescence (FLIPR); percent of saturating CRF peptide response. activation, % at 13.2 µM. 350,000 tested, 0.46% active. AID 588473;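 active = activation of at least 50%, plus an integration ratio under a set limit after plate pattern correction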;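 also: plate controls were neutral control wells without compound for no effect and CRF at EC100 for full effect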
M1 PAM = potentiates human M1 receptor response to acetylcholine | P11229 | activation, % at 3 µM | 360,000 tested, 0.088% active | CHO-K1 hM1, Fluo-8 calcium fluorescence, ACh EC20; 0% = ACh EC20, 100% = maximal ACh | AID 588819; in the data active = activation above about 19%, passing the limit was not always enough
CHRM5 PAM = positive allosteric modulators of human muscarinic M5 receptor | activation, % at 3 µM | CHO-K1 hM5, Fluo-8 calcium, ACh EC20 PAM; 0% = ACh EC20, 100% = ACh EC100 | 360,000 tested, 0.3% active | P08912;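 active = activation above the run cutoff, the mean activation of all test compounds plus 3 SD, cut at about 18% in these data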
Target sequence (P08912 whole entry, looked up): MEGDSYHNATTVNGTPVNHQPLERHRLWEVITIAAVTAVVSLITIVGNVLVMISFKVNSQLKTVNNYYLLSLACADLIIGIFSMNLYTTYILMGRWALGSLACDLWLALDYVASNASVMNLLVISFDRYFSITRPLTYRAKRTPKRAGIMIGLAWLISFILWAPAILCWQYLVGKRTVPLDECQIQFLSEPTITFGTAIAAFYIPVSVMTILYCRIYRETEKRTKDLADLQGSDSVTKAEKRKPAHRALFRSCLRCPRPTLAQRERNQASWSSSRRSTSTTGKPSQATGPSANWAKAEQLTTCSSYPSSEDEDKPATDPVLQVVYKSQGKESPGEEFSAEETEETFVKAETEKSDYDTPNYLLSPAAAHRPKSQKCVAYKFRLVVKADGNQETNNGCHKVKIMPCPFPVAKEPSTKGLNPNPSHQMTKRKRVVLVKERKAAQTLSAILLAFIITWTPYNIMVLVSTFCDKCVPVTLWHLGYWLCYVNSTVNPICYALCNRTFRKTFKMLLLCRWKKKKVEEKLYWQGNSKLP
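Assay system: CHO-K1 hM5 cells / Incubation: Fluo-8 loading 80 min at 37 °C plus 30 min room temperature / Technique: Fluo-8 calcium dye fluorescence, kinetic read / Repeats: single replicate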
M5 ag = CHRM5 agonism in calcium assay; P08912; CHO-K1 hM5 cells, Fluo-8 calcium fluorescence; 0% DMSO wells, 100% maximal acetylcholine response; activation, % at 3 µM; 360,000 tested, 0.19% active;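 active = activation above the run's mean over test compounds plus 3 SD, cut at about 23% in these data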;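 also: signal is peak over basal fluorescence ratio across the kinetic read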
M5 antag = CHRM5 antagonism in calcium assay; P08912; CHO-hM5 cells, Fluo-8 calcium fluorescence, ACh EC80; inhibition, % at 3 µM; 360,000 tested, 0.59% active; AID 624040;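 active = inhibition above a per-plate cutoff, the mean of that plate's test compounds plus 3 SD, cut at about 27% in these data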;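 also: 0% = acetylcholine EC80 with DMSO and 100% = DMSO without agonist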
* hit, by the source's call; . = not tested or not shown.

SMILES	CHRM4 antagonist	CHRM4 agonist	CHRM4 PAM	CHRM1 antagonist	CRFBP-R2 agonist	M1 PAM	CHRM5 PAM	M5 ag	M5 antag
CCC(=O)N(Cc1cc(=O)[nH]c2ccccc12)c1ccccc1C	1	1	11	-6	-0.2	10	-4	-4	13
CC1(C)CN=c2s/c(=C\c3ccc(Cl)cc3)c(=O)n2C1	-1	10	-2	1	2.2	-5	2	-3	2
O=C(c1ccccc1)N1CCN(C(=O)c2ccccc2)c2ccccc21	13	3	0	-6	-3.2	14	-4	1	8
COc1ccc(C(=O)C(C)OC(=O)C2CC3CCCC(C2)C3=O)cc1 (stereo not drawn)	-22	2	0	-6	0.0	5	-1	2	0
COc1ccccc1N(CC(=O)NCCN1CCOCC1)S(=O)(=O)c1ccccc1	8	0	-4	-20	-1.1	13	1	0	6
CCOC(=O)N1CCN(C(=O)C2CCN(S(=O)(=O)N(CC)CC)CC2)CC1	-4	0	1	-1	-2.6	4	1	1	7
Cc1cc(C)n(/C(=C\N(C)C)C(=O)c2cccc([N+](=O)[O-])c2)n1	3	15	-7	2	1.2	-4	-13	1	18
COc1cc(CNc2ncnc3c2ncn3[C@H]2CN(Cc3ccco3)C[C@@H](CO)O2)cc(OC)c1OC	-10	2	14	-5	.	3	3	1	-12
S=C(NCc1cccnc1)Nc1cccc(Cl)c1	-3	4	0	-16	-0.2	12	-1	1	-3
Cc1noc(C)c1NC(=O)Nc1cccc2c1O[C@@H](CN(C)C(=O)Nc1ccc3c(c1)OCO3)[C@@H](C)CN([C@H](C)CO)C2=O	3	0	-1	-6	-1.4	6	-2	-2	6
COc1cccc2cc(-c3nnc(SCC(=O)NCc4ccccc4)n3C)oc12	10	2	6	-9	0.4	5	3	2	2
C=CCNC(=S)N1CCN(Cc2ccc3c(c2)OCO3)CC1	2	0	-5	-3	-2.4	3	1	-4	14
CC1(C)CC(=O)C/C(=N\NC(=O)C2C3CCCCC32)C1 (stereo not drawn)	8	0	-6	6	-1.5	-2	0	-1	-1
CC(C)C(=O)Nc1nc2cc3c(cc2s1)OCCO3	0	-1	-8	-8	0.5	1	-4	3	6
CC(=O)NCCc1nc2ccccc2n1CCc1ccccc1	-4	1	3	9	-3.6	1	10	-1	-4
CC(OC(=O)CNC(=O)c1ccc(Cl)c([N+](=O)[O-])c1)C(=O)NC1CCCCC1C (stereo not drawn)	-5	3	-1	-6	-1.3	2	-9	2	4
CCC(CO)NC1=CC(=O)CCC1 (stereo not drawn)	-7	1	2	11	-0.1	-4	-5	-3	8
Cc1ccc(O)c(NS(=O)(=O)c2cccc3nsnc23)c1	-5	4	-3	-1	-1.2	-1	-7	-7	2
O=C(N/N=C/c1cn(-c2ccccc2)nc1-c1cc2ccccc2o1)c1ccncc1	7	7	0	12	0.5	-5	-12	-3	18
CCO[C@@H]1OC(C(=O)N2CCN(Cc3ccc4c(c3)OCO4)CC2)=C[C@H](c2coc3ccccc3c2=O)[C@H]1CCCO	-7	6	-1	24	-1.3	-12	-3	-1	11
CCc1[nH]nc(C(=O)N/N=C/c2ccncc2)c1C	5	0	-6	4	1.0	-3	-8	2	4
O=C(Nc1nccs1)NC1CCCCC1	0	0	4	14	2.1	-10	-5	0	11
Cc1nc2nc[nH]n2c(=O)c1C/C=C/c1ccccc1	-2	1	4	-2	1.9	2	-10	-2	5
CC(=O)NC(c1ccccc1)c1nc(/C=C/c2ccccc2)cs1 (stereo not drawn)	0	1	3	-6	.	4	-8	0	15
CCCCOc1ccc(Cn2c(=O)oc3ccccc32)cc1	-1	-1	1	-13	-0.6	2	-4	-5	1
O=C(CCN1CCC(c2ccccc2)C1)c1ccccc1 (stereo not drawn)	-1	0	3	1	1.9	-1	-2	4	-3
CCOc1ccc(OCC)c(NC(=O)CCCN2C(=S)NC(C)(C)CC2C)c1 (stereo not drawn)	11	-1	-13	2	-2.2	1	2	-3	3
Cc1cc(F)ccc1S(=O)(=O)Nc1ccc(C(=O)N2CCCCC2)cc1	-8	3	1	-7	0.5	-1	-10	4	14
COC1=CC(=O)OC12CCCCC2	-8	1	3	-6	0.7	8	1	-1	-5
CCOC(=O)C1=C(N)OC2=C(C(=O)CC(C)(C)C2)C1c1cc(CSc2nnnn2C)cs1 (stereo not drawn)	-7	6	-10	-4	-0.3	3	-6	-3	10
Cn1c(=O)c2c(c3ccccc31)OC(=O)CC2c1cccnc1 (stereo not drawn)	-8	1	2	8	5.9	-1	-7	-3	7
COc1ccc(S(=O)(=O)N2CCN(c3ccc(F)cc3)CC2)cc1OC	12	1	-2	-5	-0.6	12	0	5	-8
CCN(CC(=O)NC(C)C)C(=O)c1ccc(Cl)cc1	-13	1	4	-1	0.7	6	-2	0	-2
Cc1nc2ccccc2n1Cc1ccccc1Br	9	11	-6	10	0.1	-11	-9	4	8
CN=C(C)/C(C(=O)OC)=C(/O)c1ccc(Cl)cc1Cl	13	1	14	-14	-1.6	6	1	1	-1
CC1Cc2nc(SCC(=O)Nc3ccc(F)cc3F)n(C)c(=O)c2S1 (stereo not drawn)	-5	2	5	12	-0.2	-5	5	6	-9
CC(=O)c1c(C)[nH]c(C(=O)Nc2nc(-c3ccc(Cl)cc3)cs2)c1C	6	2	-4	8	0.3	-3	-3	3	12
O=C(NCc1ccccc1CN1CCCC1)c1cccc(N2CCCC2=O)c1	-6	0	-2	0	-0.2	-7	2	-1	-2
Cc1ccc(C)c(C(=O)COC(=O)c2nn(C)c(=O)c3ccccc23)c1	9	12	-9	8	-3.8	-3	-8	0	10
CCOc1ccc2ccccc2c1C1NC(=S)N(C)C(C)=C1C(=O)OC (stereo not drawn)	-1	0	0	6	-0.6	6	0	-3	6

Some of the entries above, reformatted.
Value order – CHRM4 antagonist, CHRM4 agonist, CHRM4 PAM, CHRM1 antagonist, CRFBP-R2 agonist, M1 PAM, CHRM5 PAM, M5 ag, M5 antag
> O=C(Nc1nccs1)NC1CCCCC1
→ 0, 0, 4, 14, 2.1, -10, -5, 0, 11
> Cc1nc2nc[nH]n2c(=O)c1C/C=C/c1ccccc1
→ -2, 1, 4, -2, 1.9, 2, -10, -2, 5
> CC(=O)NC(c1ccccc1)c1nc(/C=C/c2ccccc2)cs1 (stereo not drawn)
→ 0, 1, 3, -6, ., 4, -8, 0, 15
> CCCCOc1ccc(Cn2c(=O)oc3ccccc32)cc1
→ -1, -1, 1, -13, -0.6, 2, -4, -5, 1
> O=C(CCN1CCC(c2ccccc2)C1)c1ccccc1 (stereo not drawn)
→ -1, 0, 3, 1, 1.9, -1, -2, 4, -3
> CCOc1ccc(OCC)c(NC(=O)CCCN2C(=S)NC(C)(C)CC2C)c1 (stereo not drawn)
→ 11, -1, -13, 2, -2.2, 1, 2, -3, 3

Next compounds follow.
SMILES	CHRM4 antagonist	CHRM4 agonist	CHRM4 PAM	CHRM1 antagonist	CRFBP-R2 agonist	M1 PAM	CHRM5 PAM	M5 ag	M5 antag
CCOC(=O)c1cc2c(nc1C)-c1cc(Cl)cc(Cl)c1OC2O (stereo not drawn)	-1	0	-7	-8	-1.0	3	1	-2	-9
Cc1ccc(-n2c(SCC3CCCCO3)nnc2-c2ccco2)cc1 (stereo not drawn)	5	-2	1	-5	3.6	6	3	1	0
COc1ccc(Nc2ncc3c(n2)CC(c2ccccc2)CC3=O)cc1 (stereo not drawn)	8	-2	-5	-4	0.7	2	-2	-2	-5
C=CCN1C(=O)C2C(C(=O)NC3CCCC3)C3C=CC2(O3)C1C(=O)NC1CCCC1 (stereo not drawn)	9	1	-8	2	-0.1	-8	-3	-5	12
O=C(NCc1ccccc1)c1cccnc1N1CCOCC1	-7	1	2	-8	5.4	3	-6	-1	2
COC(=O)c1nnn(CC(=O)NC(=O)Nc2cccc(C)c2C)c1C(=O)OC	5	6	-11	-1	0.9	1	-9	11	-1
S=c1[nH]nc(-c2ccccn2)n1/N=C/c1ccc(Br)s1	-11	0	11	-6	-0.7	-3	-4	-3	1
COc1ccc(N(C(C)C(=O)NN=C2CCCCCCC2)S(C)(=O)=O)cc1 (stereo not drawn)	-10	2	-3	-4	-1.1	8	-8	3	-5
O=C(Nc1ccccc1C(F)(F)F)c1ncn[nH]1	5	21	15	-14	-0.4	7	9	-4	-9
COc1ccc(/C=N/Nc2cc(C)nc(-n3nc(C)cc3C)n2)cc1	-6	2	0	-2	0.4	1	-4	0	2
Cc1ccc(NC(=O)Nc2ccc3c(c2)nnn3C)cc1C	-2	1	-1	-18	-0.2	6	2	3	6
CCOc1ccccc1NCN1C(=O)c2ccccc2C1=O	-10	1	1	-10	-1.4	7	3	3	-6
Cc1cc(CSc2ccccc2)ccc1NC(=O)COc1ccccc1	-4	0	-2	8	0.2	-1	-7	-10	-9
CCCNC(=O)Cn1cnc2sc(C(=O)Nc3ccc4c(c3)OCO4)c(C)c2c1=O	-4	0	-4	13	0.1	-3	-9	4	3
CC(C)CN(CC(C)C)C(=O)CN1C(=O)NC2(CCCc3ccccc32)C1=O (stereo not drawn)	5	0	-1	-15	-0.4	14	-2	-3	8
CSC1=NCCN1C(=O)c1cccc(C(F)(F)F)c1	-5	1	2	-8	-1.0	6	3	-6	0
CCN(CC)c1ccc(N=Cc2ccc(N(CC)CC)cc2O)cc1	-2	0	2	11	94*	-16	8	-2	-5
COc1cc(OC)cc(C(=O)N(CCCN2C(=O)c3cccc4cccc(c34)C2=O)c2cccc(OC)c2)c1	3	4	-6	-3	-0.6	4	-11	-4	18
O=C(CCCN1C(=O)/C(=C\c2ccco2)SC1=S)Nc1ccc(O)cc1C(=O)O	1	1	6	-9	0.5	14	6	3	-8
O=C(CN1C(=O)C2CCCCC2C1=O)OCC(=O)c1ccc(F)cc1 (stereo not drawn)	-13	1	7	0	0.0	5	1	1	-2
N#Cc1c(Cl)cccc1N1CCC(C(N)=O)CC1	-5	0	0	-4	-0.9	7	4	-2	-4

In a second layout: entries from further up
Every second line gives: CHRM4 antagonist | CHRM4 agonist | CHRM4 PAM | CHRM1 antagonist | CRFBP-R2 agonist | M1 PAM | CHRM5 PAM | M5 ag | M5 antag
COc1ccc(/C=N/Nc2cc(C)nc(-n3nc(C)cc3C)n2)cc1
→ -6 | 2 | 0 | -2 | 0.4 | 1 | -4 | 0 | 2
Cc1ccc(NC(=O)Nc2ccc3c(c2)nnn3C)cc1C
→ -2 | 1 | -1 | -18 | -0.2 | 6 | 2 | 3 | 6
CCOc1ccccc1NCN1C(=O)c2ccccc2C1=O
→ -10 | 1 | 1 | -10 | -1.4 | 7 | 3 | 3 | -6
Cc1cc(CSc2ccccc2)ccc1NC(=O)COc1ccccc1
→ -4 | 0 | -2 | 8 | 0.2 | -1 | -7 | -10 | -9
CCCNC(=O)Cn1cnc2sc(C(=O)Nc3ccc4c(c3)OCO4)c(C)c2c1=O
→ -4 | 0 | -4 | 13 | 0.1 | -3 | -9 | 4 | 3

Source: PubChem
